GPR55 antagonists: inhibition of LPI-stimulated GPR55 beta-arrestin translocation – imaging, U2OS, beta-arrestin-GFP, LPI agonist, primary screen (AID 2013) | U2OS GPR55 beta-arrestin-GFP translocation imaging, LPI antagonism; higher % means a stronger effect | one-dose inhibition, % at 10 µM; IC50 in µM for titrated hits | actives 0.13% (n = 290,000);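 active = spots per cell inhibited over 60%, with over 100 cells counted and total cytoplasm intensity under 500,000; inconclusive = wells with under 100 cells, flagged as likely toxic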;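 note: U2OS cells stably carrying GPR55 and arrestin-GFP stimulated by 5 µM LPI near EC80; imaged beta-arrestin-GFP aggregate spots per cell after agonist stimulation; plate controls were LPI-stimulated DMSO wells for no effect and DMSO wells without LPI for full effect; some results filed as inactive read as strong as hits; confirmed hits need IC50 under 10 µM and bright autofluorescent wells are also inconclusive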
GPR35 arrestin U2OS: GPR35 antagonists blocking zaprinast-driven arrestin recruitment, primary screen, imaging, U2OS, beta-arrestin-GFP, zaprinast agonist (AID 2058); U2OS GPR35 beta-arrestin-GFP translocation imaging, zaprinast antagonism; higher % means a stronger effect; inhibition, % at 10 µM; hits with a dose series show IC50 in µM; actives 0.052% (n = 290,000);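 active = inhibition of at least 50% with at least 30 cells and total cytoplasm GFP at most 10,000,000; inconclusive = under 30 cells or total GFP of 10,000,000 plus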
GPR55 beta-arrestin: GPR55 agonists via beta-arrestin recruitment, primary screen, imaging, U2OS cells, beta-arrestin-GFP redistribution (AID 1961). one-dose activation, % at 10 µM; EC50 in µM for titrated hits. actives 0.048% (n = 290,000). U2OS GPR55 beta-arrestin-GFP redistribution imaging; higher % means a stronger effect;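 active = activation above 40% with more than 50 cells counted in the well; inconclusive = wells holding fewer than 50 cells, flagged as toxic or sparse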;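 note: U2OS osteosarcoma cells stably expressing GPR55 and beta-arrestin-GFP; plate controls were DMSO negative control for no effect and LPI positive control for full effect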
NTR1 agonist: NTR1-driven beta-arrestin-GFP spot formation – imaging, U2OS cells, high content, primary screen (AID 493036); P30989; agonist mode; activation, % at 20 µM; actives 0.17% (n = 330,000);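 active = activation at or above 40% of the spot to cytoplasm intensity ratio, with at least 20 cells analyzed; inconclusive = wells under 20 cells, flagged as cytotoxic or low count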;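 note: 0% = DMSO without peptide and 100% = 100 nM NTR1 peptide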
Target sequence (P30989 whole entry, looked up): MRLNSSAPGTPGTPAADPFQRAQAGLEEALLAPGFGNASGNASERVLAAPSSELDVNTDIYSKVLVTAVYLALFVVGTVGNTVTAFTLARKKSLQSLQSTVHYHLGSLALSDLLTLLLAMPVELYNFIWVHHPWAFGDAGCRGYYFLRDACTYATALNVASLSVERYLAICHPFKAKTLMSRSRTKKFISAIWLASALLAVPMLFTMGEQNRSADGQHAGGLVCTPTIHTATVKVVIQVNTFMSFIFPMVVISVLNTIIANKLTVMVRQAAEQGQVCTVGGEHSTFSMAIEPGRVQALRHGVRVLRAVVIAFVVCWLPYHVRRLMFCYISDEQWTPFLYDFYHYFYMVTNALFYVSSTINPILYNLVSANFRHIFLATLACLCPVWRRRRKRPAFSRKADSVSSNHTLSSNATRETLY
HIV peptide binding: cell-free HIV fusion peptide-binding blockers – biochemical, uHTS, fluorescence dequenching, primary screen (AID 1986). one-dose inhibition, % at 20 µM; IC50 in µM for titrated hits. actives 0.3% (n = 290,000). cell-free peptide binding, fluorescence dequenching, 30 min; higher % means a stronger effect; in the data active = inhibition mostly above about 52%, no sharp cut-off; inactive = mostly below about 76%; note: some results filed as inactive read as strong as hits
SIAH1 antagonists: blockers of Siah-1 interaction with plectin peptide – biochemical, fluorescence polarization, rhodamine-plectin, uHTS, primary screen (AID 1817) | one-dose displacement, % at 20 µM; IC50 in µM for titrated hits | actives 0.02% (n = 290,000) | Siah-1 / rhodamine-plectin peptide fluorescence polarization; higher % means a stronger effect;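 active = displacement of at least 50% at 20 µM, with a fluorescence ratio check between 0.3 and a set limit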;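 note: plate controls were Siah plus tracer with DMSO for no effect and tracer alone without Siah for full effect; strong numbers were not always called active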
UTI89 phage lysis: inhibition of K1F phage lysis, E. coli UTI89, bacterial capsule biogenesis inhibitors, alamar blue (AID 488966); actives 0.02% (n = 340,000); inhibition, % at 100 µM, or IC50 in µM where a hit was titrated; E. coli UTI89 K1F phage lysis, alamar blue, 2 h; higher % means a stronger effect;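 active = phage lysis inhibition, versus mean bacterial control, above a set limit; inconclusive = no clear call, values can overlap the other calls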;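 note: capsule biogenesis inhibitors block K1F phage lysis so surviving cells raise fluorescence; higher fluorescence means more inhibition of phage lysis; actives were called in the ten point dose series up to 300 µM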
AID2073: disruptors of CaV2.2 binding to Mint1 – biochemical, HTRF (AID 2073) | HTRF protein-protein interaction, Mint1-CaV2.2; higher % means a stronger effect | inhibition, % at 20 µM, or IC50 in µM where a hit was titrated | actives 0.19% (n = 290,000); in the data active = inhibition mostly above about 51%, no sharp cut-off; inconclusive = no clear call, values can overlap the other calls; inactive = mostly below about 53%; note: some results filed as inactive read as strong as hits
Dengue-2 NS5 capping: flavivirus cap methylation enzyme inhibition – biochemical, confirmation dose response, primary screen (AID 588689); Dengue-2 NS5 methyltransferase capping enzyme assay, biochemical; higher % means a stronger effect; actives 0.3% (n = 340,000); inhibition, % at 25 µM, or IC50 in µM where a hit was titrated; in the data active = a potency from the dose series; inconclusive = inhibition above about 29% without an active follow-up result
NTR1 agonist cell count 20 µM: also measured in NTR1 agonist; calls as there; cell count; measured here: cell count, cytotoxicity flag
The depositor's hits bear a star; ? = inconclusive; · = not tested or not shown; [ ] = remark or other dose.

SMILES	GPR55 antagonists	GPR35 arrestin U2OS	GPR55 beta-arrestin	NTR1 agonist	NTR1 agonist cell count 20 µM	HIV peptide binding	SIAH1 antagonists	UTI89 phage lysis	AID2073	Dengue-2 NS5 capping
CC1CCCC(C)N1C(=O)COC(=O)CCC1CCCC1 (configuration not stated)	-6.0%	-6.9%	-0.2%	-0.7	35	-2.3%	-0.5%	0.3%	3.8%	-2.5%
COc1ccc(C(=O)C2CCN(C(=O)c3ccc(C)cc3)CC2)cc1	-2.6%	17.1%	0.1%	-1.0	68	-3.7%	-4.9%	0.7%	-0.5%	0.0%
COc1ccc(N2CC(C(=O)Nc3ccc(S(=O)(=O)N4CCOCC4)cc3)CC2=O)cc1 (configuration not stated)	-1.0%	0.7%	-0.2%	0.6	47	-1.5%	3.1%	-0.6%	-15.3%	3.7%
CC(=O)Nc1ccc(NC(=O)c2c(C)nn(Cc3ccccc3)c2Cl)cc1	-2.4%	11.7%	0.2%	-0.5	36	0.8%	3.4%	-0.1%	2.4%	3.2%
Cc1ccc(-n2nc3c(=O)n(CCCC(=O)NCC(C)c4ccccc4)nc(C)c3c2C)cc1 (configuration not stated)	-0.6%	-10.1%	-0.1%	-0.5	54	-1.4%	-5.8%	0.0%	14.1%	-2.3%
O=c1oc2cc(O)ccc2cc1-c1nc2c(s1)CCc1ccccc1-2	16.2%	21.9%	-0.4%	·	·	151.4%	-2.9%	1.4%	22.8%	?
Cc1nc(NCCc2ccccc2)c2nnn(Cc3ccccc3)c2n1	3.5%	-6.9%	0.4%	1.0	64	2.6%	5.9%	2.0%	0.7%	-7.2%
CCN1CCN(c2oc(-c3ccco3)nc2C#N)CC1	-17.2%	11.1%	0.2%	-0.9	47	1.1%	-0.8%	·	0.4%	·
NNc1nc(-c2ccccc2)cc(-c2ccccc2O)n1	1.9%	9.4%	-0.1%	0.0	78	0.2%	0.3%	-1.3%	43.3%	-1.4%
O=C1CCCC(O)=C1N=Nc1cccc(S(=O)(=O)N2CCOCC2)c1	5.8%	5.1%	0.2%	-0.5	63	-1.4%	-3.1%	0.8%	6.9%	16.8%
COc1ccc(CN2CCN(Cc3ccc(C)cc3)CC2)c(OC)c1	10.3%	-5.9%	-0.1%	-1.3	78	0.0%	1.6%	0.1%	5.3%	2.0%
N#Cc1c(-c2ccccc2)nc(SCc2ccc(Cl)cc2)[nH]c1=O	15.0%	-5.0%	0.5%	1.4	85	22.5µM*	-3.3%	0.1%	16.9%	2.6%
CC1CCC(N(CCCN)Cc2ccco2)CC1C (configuration not stated)	3.6%	-2.0%	0.2%	1.0	59	-0.2%	-1.5%	0.9%	8.1%	-5.6%
COc1ccc(NC(=O)c2cccnc2)cc1OCC(C)C	16.2%	8.0%	-0.1%	0.8	76	1.3%	-5.0%	-0.5%	8.8%	-8.7%
COc1ccc(NC(=O)c2ccc3c(=O)n(-c4ccc(OC)cc4OC)c(=S)[nH]c3c2)c(OC)c1	-3.0%	9.0%	-0.5%	0.7	64	-1.6%	12.1%	0.4%	17.1%	4.4%
Cc1no[n+]([O-])c1COc1ccc(/C=C(\C#N)C(N)=O)cc1	2.6%	-11.6%	-0.3%	9.0	65	-3.1%	-7.9%	0.2%	3.1%	4.5%
CCC(=O)Nc1nnc(SCCOC)s1	-0.9%	-9.7%	0.1%	-0.7	89	-1.4%	1.1%	2.1%	0.1%	3.2%
COc1ccc(C(=O)NCc2nnc(SCC(=O)Nc3nc4ccccc4s3)o2)cc1OC	11.9%	·	0.2%	1.2	51	9.7%	3.5%	3.5%	-6.3%	-3.6%
O=S1(=O)CCO[C@H]2Cc3ccccc3[C@H]2N1Cc1ccccc1	9.0%	11.3%	-0.2%	-4.0	80	-0.9%	8.1%	-0.2%	12.7%	-8.3%
O=C(Cn1cccc1C(=O)c1ccccc1)NCCN1CCCCCC1	31.0%	5.5%	-0.1%	-0.7	28	4.0%	3.5%	-0.4%	-0.8%	2.2%
COC(=O)c1ccc(NC(=O)C23CCC(C)(C(=O)O2)C3(C)C)cc1 (configuration not stated)	20.1%	19.4%	0.3%	-2.1	114	0.0%	1.3%	0.1%	-4.6%	2.5%
O=C(c1ccc(OC2CCN(Cc3ccccn3)CC2)cc1)N1CCCC(O)C1 (configuration not stated)	-3.1%	-4.6%	0.0%	-0.2	57	0.4%	2.3%	-0.7%	13.9%	6.0%
COc1ccc(-c2ccc(F)cc2)cc1[C@H]1[C@H]2C=CC[C@@H](C)[C@@H]2C(=O)N1Cc1ccccc1	22.9%	19.9%	-0.1%	-3.9	89	2.9%	2.1%	-0.3%	11.9%	-4.8%
O=C(c1sc2cc(F)ccc2c1Cl)N1CCN(c2ccccc2)CC1	-0.6%	-8.2%	0.1%	1.0	69	-0.7%	-1.4%	1.3%[50 µM]	5.9%	1.3%
CN(Cc1ccco1)S(=O)(=O)c1csc(C(N)=O)c1	-7.5%	9.7%	-0.2%	-0.4	41	0.1%	1.0%	0.0%	3.8%	-2.8%

Remaining list, next part
SMILES	GPR55 antagonists	GPR35 arrestin U2OS	GPR55 beta-arrestin	NTR1 agonist	NTR1 agonist cell count 20 µM	HIV peptide binding	SIAH1 antagonists	UTI89 phage lysis	AID2073	Dengue-2 NS5 capping
CCCCCOC(=O)C1=C(C)Nc2nnnn2C1c1ccccc1Cl (configuration not stated)	-4.7%	-9.4%	-0.1%	57.8*	88*	8.6%	6.3%	0.1%	14.2%	-9.4%
CCCn1nnnc1SCC(=O)Nc1nnc(CC)s1	7.5%	-2.2%	0.9%	0.3	64	1.5%	7.0%	-0.3%	-1.9%	-0.4%
COc1cc(/C=C\C(=O)Nc2cc(=O)n(C)c(=O)n2C)cc(OC)c1OC	6.7%	-9.9%	0.0%	0.7	53	-2.6%	-3.9%	0.7%	1.1%	-0.8%
CCCCn1c2nc3ccccc3nc2c2c(=O)n(CCC(C)C)cnc21	8.5%	9.8%	0.3%	-0.8	52	-2.1%	-2.3%	0.0%	-0.5%	2.8%
O=C(c1ccccc1)C(Sc1ncn[nH]1)c1ccccc1 (configuration not stated)	9.0%	-4.5%	0.2%	3.1	38	0.8%	2.7%	1.1%	3.0%	-5.6%
Cc1cc(C)nc(N2CCC(C(=O)NCc3cccs3)CC2)n1	5.0%	0.8%	-0.2%	-0.6	95	-1.5%	-0.4%	0.1%	0.1%	-2.0%
CCOc1ccc(-c2nnc(NC(=O)c3ccc(OCC(C)C)c(OC)c3)o2)cc1	-4.2%	6.4%	-0.1%	-0.3	40	2.7%	-0.1%	0.5%	18.4%	0.6%
CCOC(=O)c1ccc(NC(=O)N2CCN(Cc3cccc(F)c3)CC2)cc1	5.8%	-19.4%	-0.1%	0.3	48	0.9%	2.9%	0.5%	-2.1%	-0.8%
COc1ccc(C(C)=O)cc1COC(=O)c1ccc2c(c1)OCO2	-5.8%	-1.7%	-0.3%	-1.3	81	1.5%	-4.5%	1.8%	-13.3%	-1.5%
C#CCOc1nc(C)cc(C)c1S(=O)(=O)c1ccccc1C	7.9%	-10.7%	0.1%	0.5	78	0.5%	-2.2%	-0.1%	14.4%	-1.8%
Cc1cc(C)c2oc(-c3cccc(NC(=O)c4ccc(F)cc4)c3)nc2c1	-4.2%	12.8%	0.2%	5.6	51	-0.2%	2.8%	0.5%	2.7%	-4.1%
CN1C(=O)c2ccc(C(=O)NC3CCCCC3)cc2C1=O	-7.5%	-10.1%	0.1%	-0.3	59	-3.7%	-0.7%	3.6%	2.3%	3.3%
CCN1CCN(C(=O)CSCc2nc(-c3ccc(OC)c(OC)c3)oc2C)CC1	3.6%	19.2%	-0.1%	0.7	60	-1.0%	-1.3%	-0.2%	-2.5%	-4.3%
Cc1cc(C)c(S(=O)(=O)Nc2ccncc2)cc1C	-3.9%	3.4%	-0.1%	0.9	43	1.1%	3.9%	0.4%	?	0.0%
Cn1c(CCc2ccccc2)n[nH]c1=S	15.4%	-5.9%	-0.1%	-1.1	48	-1.2%	5.1%	0.4%	-1.8%	-7.4%
COC(=O)/C(C#N)=C/c1c(N2CCN(c3ccccc3)CC2)nc2ccccn2c1=O	13.6%	-0.5%	-0.1%	0.4	115	3.0%	2.9%	0.3%	-0.2%	-8.2%
COc1ccccc1-c1noc(-c2ccccc2C(=O)Nc2ccccc2)n1	0.8%	-5.7%	-0.2%	-0.5	50	5.7%	-1.5%	7.0%	0.0%	-5.5%
O=C(N/N=C/c1c(F)cccc1Cl)C(=O)N1CCCCCC1	19.9%	3.2%	-0.1%	0.1	60	-0.2%	3.5%	0.3%	3.8%	-5.3%
COc1ccc(NC(C)=O)cc1S(=O)(=O)Nc1ccccc1C(=O)NCCc1ccccc1	-6.6%	-17.4%	-0.2%	-2.0	43	-1.2%	-0.1%	-0.1%	28.5%	-7.3%
O=C(Cn1cc(C(=O)c2ccco2)c2ccccc21)NC1CCCC1	2.0%	-1.2%	0.2%	-1.7	83	-0.6%	-3.5%	2.5%	2.8%	-5.7%
CC1CCCN(C(=O)Cn2nnc(-c3ccccc3F)n2)C1 (configuration not stated)	4.4%	10.4%	-0.2%	0.9	68	-1.1%	-0.5%	-2.7%	14.1%	-2.3%
COc1cc(C2NC(=S)NC(O)(C(F)(F)F)C2C(=O)c2cccs2)cc(OC)c1O (configuration not stated)	-0.3%	12.4%	-0.5%	-1.1	46	-4.0%	-7.2%	0.7%[50 µM]	-29.6%	-1.0%
C=CCNC(=O)COC(=O)C1CCN(S(=O)(=O)c2ccc3c(c2)OCCO3)CC1	-1.9%	4.3%	-0.2%	2.4	48	-0.7%	1.6%	-0.3%	8.7%	-7.8%
O=C(COc1ccc(Br)cc1)N1CCc2ccccc21	1.7%	-3.4%	-0.1%	0.2	49	-2.0%	-1.4%	1.1%	0.6%	-9.3%
Cc1ccc(C2=NN(C(=O)CN3C(=O)c4ccccc4S3(=O)=O)C(c3ccco3)C2)cc1 (configuration not stated)	-13.6%	-10.2%	-0.5%	1.6	66	0.6%	-2.2%	1.2%	32.5%	-5.2%
CCNC(=O)c1c(O)c2cccc3c2n(c1=O)CC3	-1.3%	2.0%	-0.2%	1.3	37	-0.3%	-5.8%	0.8%	2.4%	-3.2%
N#CC1=C(N)N(c2ccc(Oc3ccccc3)cc2)C(=O)C1	3.6%	-3.8%	-0.1%	1.5	44	59.7%	-1.0%	0.1%	0.0%	8.3%
COc1ccc(/C=C/C(=O)c2c(C)nc3ccccn23)cc1	-8.7%	-0.5%	-0.3%	2.2	89	-1.5%	4.0%	-0.2%	3.0%	-9.1%

Screening results: PubChem BioAssay, several laboratories
